# Compound activity from PubChem BioAssay.
# CHRM1 antagonist – human CHRM1 antagonism; 360,000 tested, 1.3% active; AID 588852; inhibition, % at 3 µM; CHO-K1 hM1, Fluo-8 calcium fluorescence, ACh EC80 antagonist;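 active = percent inhibition above its own plate's cutoff, namely the mean of that plate's compound wells plus 3 SD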;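 also: peak over basal fluorescence ratio during 140 s after agonist addition; 0% = ACh EC80 plus DMSO and 100% = DMSO alone without agonist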
# Target sequence (P11229 whole entry, looked up): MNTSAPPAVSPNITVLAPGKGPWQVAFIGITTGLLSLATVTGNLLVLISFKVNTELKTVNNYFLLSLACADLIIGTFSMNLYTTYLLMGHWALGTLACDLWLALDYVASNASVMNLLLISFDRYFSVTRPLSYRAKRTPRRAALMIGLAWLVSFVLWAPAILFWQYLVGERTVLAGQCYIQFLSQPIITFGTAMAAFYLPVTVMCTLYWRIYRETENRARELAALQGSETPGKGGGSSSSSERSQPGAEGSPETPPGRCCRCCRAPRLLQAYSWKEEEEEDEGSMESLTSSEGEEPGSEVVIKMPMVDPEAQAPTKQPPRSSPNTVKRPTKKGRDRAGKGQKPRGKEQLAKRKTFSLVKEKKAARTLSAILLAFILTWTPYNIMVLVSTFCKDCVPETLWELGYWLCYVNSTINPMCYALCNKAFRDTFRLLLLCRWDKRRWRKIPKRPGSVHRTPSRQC
# CHO-K1 Ca PAM – M1 PAM counterscreen hit in parental CHO-K1 cells | ATP EC20, Fluo-8 calcium fluorescence; 0% at ATP EC20, 100% at ATP max | activation, % at 3 µM | 360,000 tested, 0.02% active | AID 602247;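 active = activation above the run cutoff, the mean activation of all test compounds plus 3 SD, cut at about 40% in these data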;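 also: peak over basal fluorescence ratio in a 140 s read after ATP addition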
# CHRM1 agonist – activates human CHRM1 receptor. P11229. CHO-K1 hM1, Fluo-8 calcium fluorescence, agonist mode; 0% DMSO, 100% acetylcholine EC100. activation, % at 3 µM. 360,000 tested, 0.33% active;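 active = activation above the run's mean compound activation plus 3 SD, cut at about 16% in these data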;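 also: peak over basal fluorescence ratio within a 140 s kinetic read after compound addition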
# TAAR1 ag – agonists of human TAAR1; Q96RJ0; CHO RD-HGA16 TAAR1, Fluo-8 calcium fluorescence; vehicle wells 0%, saturating PEA agonist 100%; activation, % at 3 µM; 360,000 tested, 0.99% active;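 active = activation above the mean activation of all test compounds in the run plus 3 SD, cut at about 38% in these data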
# Target sequence (Q96RJ0 whole entry, looked up): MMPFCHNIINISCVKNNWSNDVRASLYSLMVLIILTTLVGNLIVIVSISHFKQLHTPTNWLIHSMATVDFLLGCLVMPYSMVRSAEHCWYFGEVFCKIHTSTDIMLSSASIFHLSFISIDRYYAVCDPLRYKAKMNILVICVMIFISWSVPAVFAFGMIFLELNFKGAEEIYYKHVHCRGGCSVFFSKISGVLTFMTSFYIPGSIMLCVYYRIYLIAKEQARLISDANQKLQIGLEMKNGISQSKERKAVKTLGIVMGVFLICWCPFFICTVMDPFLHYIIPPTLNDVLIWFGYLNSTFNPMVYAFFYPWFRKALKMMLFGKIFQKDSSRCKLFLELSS
#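 Test system: RD-HGA16 (CHO) cells co-expressing Gα16 and hTAAR1; dosing: one-point dosing at 3 µM (nominal); timing: 17-24 h seeding, 75 min 37 °C dye, 30 min RT; signal: kinetic Fluo-8 calcium fluorescence; read-out basis: % activation relative to PEA EC100 response; controls: DMSO and PEA EC100; replicates: n 1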
# M1 PAM – positive allosteric modulators of human M1 muscarinic receptor. CHO-K1 hM1, Fluo-8 calcium fluorescence, ACh EC20; 0% = ACh EC20, 100% = maximal ACh. AID 588819. 360,000 tested, 0.088% active. P11229. activation, % at 3 µM; in the data active = activation above about 19%, passing the limit was not always enough
# CHO-K1 Ca ag – nonselective activator or artifact in parental CHO-K1 cells; Fluo-8 calcium fluorescence; scaled to maximal ATP response, vehicle zero; activation, % at 3 µM; 360,000 tested, 0.48% active; in the data active = activation above about 15%;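 also: untransfected CHO-K1 host cells lacking M1 receptor as counterscreen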
# CHO-K1 Ca antag – M1 antagonist counterscreen hit in parental CHO-K1 cells | 360,000 tested, 0.6% active | AID 602250 | inhibition, % at 3 µM | ATP-induced calcium, Fluo-8 fluorescence;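 active = inhibition above a per-plate cutoff, the plate's mean sample inhibition plus 3 SD, cut at about 24% in these data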;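 also: 0% = DMSO plus EC80 ATP and 100% = DMSO alone without ATP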
# CHO parental Ca – counter-screen for OX1R antagonists: effect in parental CHO cells; parental CHO-K1, ATP-induced calcium, Fluo-8 fluorescence; AID 463079; inhibition, % at 5.6 µM; 330,000 tested, 0.63% active;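 active = inhibition above that plate's mean sample inhibition plus 3 SD, cut at about 26% in these data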;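 also: 0% = ATP-challenged DMSO wells and 100% = DMSO wells without ATP; some compounds past the cut are filed as inactive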
#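 material = parental CHO cells | also added = ATP as calcium-mobilizing challenge | dosing = single point at 5.6 µM | detection = intracellular calcium via Fluo-8 no-wash fluorescent dye | read-out = % inhibition | benchmarks = low control ATP plus DMSO, high control DMSO only | repeats = one well per compound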
# TAAR1 antag – antagonists of human TAAR1 | Q96RJ0 | CHO RD-HGA16 TAAR1, Fluo-8 calcium fluorescence, antagonist | inhibition, % at 3 µM | 360,000 tested, 1.5% active;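 active = inhibition above a per-plate cutoff, the mean inhibition of test compounds on that plate plus 3 SD, cut at about 49% in these data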;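 also: 0% = DMSO plus EC80 beta-PEA response and 100% = DMSO alone without agonist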
#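 Test system: CHO RD-HGA16 cells bearing hTAAR1 | Reagent: β-PEA, EC80 | Compound dosing: 3 µM, single point | Schedule: Dye loading 75 min at 37 °C, then 30 min room temperature | Signal: Calcium fluorescence with Fluo-8 | Evaluation: Percent inhibition of PEA-evoked calcium signal, max/basal emission ratio | Control set: DMSO-only wells and EC80 β-PEA-stimulated wells | Repeats: Singlicate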
# The depositor's hits bear a star; nt = not tested or not shown.
SMILES,CHRM1 antagonist,CHO-K1 Ca PAM,CHRM1 agonist,TAAR1 ag,M1 PAM,CHO-K1 Ca ag,CHO-K1 Ca antag,CHO parental Ca,TAAR1 antag
COCCn1nnnc1C(c1ccc(OC)cc1OC)N1CCN(c2ccccc2F)CC1 (stereo unspecified),-10,4,-3,9,2,-0.1,-2,-23,-2
Cn1[nH]c(=O)c(Cl)c(Cl)c1=O,-20,-4,-3,4,9,-0.2,9,11,-3
CC(C)C[C@@H](CN)NC(=O)c1nc[nH]c1C(=O)N[C@@H](C)C(=O)CNC[C@H](C)NC(=O)c1nc[nH]c1C(=O)N[C@@H](CC(=O)O)C(=O)O,4,2,-2,0,0,0.7,-4,nt,3
Cc1ccc(C(C)C)c(OCC(=O)OCC(=O)NC2CC2)c1,-11,8,4,4,3,2.2,-9,-1,-2
Cc1cc(=O)[nH]c(SCC(=O)Nc2ncc(S(=O)(=O)c3ccc([N+](=O)[O-])cc3)s2)n1,6,-17,-3,4,-10,-0.1,20,-18,-13
CCCc1cc(=O)[nH]c(/N=C(\N)Nc2ccccc2)n1,-9,11,-7,21,8,0.1,-3,-4,-6
Cc1nnc(SCC(=O)N2CCN(S(=O)(=O)c3ccccc3)CC2)s1,-9,16,-2,4,9,2.1,-16,0,-18
CC(C)c1ccc(C2C(C(=O)c3ccco3)=C(O)C(=O)N2CCN2CCOCC2)cc1 (stereo unspecified),-5,3,-6,7,5,0.5,-11,-18,-6
O=c1cccccc1NN=C1CCCCC1,-5,17,-1,2,7,1.8,-4,-12,-20
COC(=O)Cn1c2ccc(Cl)cc2c2nc(C)sc21,-2,-19,-3,1,4,4.5,13,-21,-17
Cc1ccc(C)c(N2CCN(C(c3ccccc3)c3nnnn3C(C)(C)C)CC2)c1 (stereo unspecified),nt,-2,nt,0,nt,-0.2,-21,nt,-1
Cc1ccc(C(=O)Nc2ccc(S(=O)(=O)N3CCCC3)cc2)cc1,-7,5,-8,-3,5,2.4,-13,-10,6
O=C(OCCc1cc2ccccc2c(=O)o1)c1ccc(F)cc1,1,-8,-3,18,-2,-0.1,-11,-8,19
COC(=O)CCC/C=C1/SCC(NC(=O)c2ccccc2)C1NC(C)=O (stereo unspecified),-14,9,6,10,8,-0.2,-18,-8,6
Cc1ccc2c(c1)CC1(CN2C)C(=O)OC2(CCCCC2)OC1=O,-10,7,-3,10,5,0.2,-6,2,-2
CC(C)Cc1nc2sc3c(=O)[nH]cnc3c2c2c1CCCC2,0,9,-7,0,-1,0.4,4,0,8
Cc1ccccc1C(=O)Nc1ccc(O)c2c(=O)cc(-c3ccccc3Cl)oc12,-5,6,-4,8,4,0.4,-12,-7,32
CC(C)Cc1nnc(NC(=O)Cc2ccc([N+](=O)[O-])cc2)s1,-7,4,11,37,11,0.3,6,7,20
O=c1c2ccccc2nnn1COc1cccc(Cl)c1,2,-7,-13,2,-6,0.0,-15,-22,14
COc1cccc(CNC(=O)Cc2ccc(NC(=O)C3=C(C)OCCS3)cc2)c1,-6,18,-3,0,6,0.6,-13,1,-8
O=C(COc1ccccc1Cl)Nc1cccc(S(=O)(=O)NC2=NCCCCC2)c1,-4,1,-2,4,0,5.4,-1,-19,-32
CCN1CCN(C(=O)c2ccc3c(c2)N(Cc2ccccc2)C(=O)c2ccccc2S3=O)CC1 (stereo unspecified),-6,13,-12,1,2,-0.3,-13,-12,-7
Cc1cccc(N(CC(O)CON=C2c3ccccc3-c3ccccc32)S(C)(=O)=O)c1 (stereo unspecified),-19,20,-4,14,7,5.9,-16,-9,27
O/N=C/c1cc(Br)cs1,-12,9,2,1,12,0.7,11,1,-13
O=C(Nc1cccc(S(=O)(=O)N2CCCCC2)c1)c1ccco1,-1,4,-5,4,2,0.4,-15,-11,-14
O=c1cc(CO)oc(CN2CCN(Cc3ccccc3)CC2)c1O,-8,23,-3,12,7,0.2,-14,15,3
COCCNC(=O)CN(C(=O)Cn1nnc2ccccc21)c1ccc(F)c(Cl)c1,-2,12,-2,6,2,0.0,-3,-13,-11
O=C(COc1ccc(S(=O)(=O)N2CCc3ccccc32)cc1Cl)NCc1ccccn1,-19,9,-4,9,4,3.6,-21,-11,-8
CC(=O)Nc1ccc(NC(=O)c2cc(-c3ccc(C)c(C)c3O)n[nH]2)cc1,-4,15,-5,4,10,3.1,-6,-2,16
O=C(/C=C/c1ccc(-c2ccccc2[N+](=O)[O-])o1)c1ccc(F)cc1,-2,7,-5,4,0,0.0,-10,-19,14
Cc1cccc(NC(=O)CSc2nc(=O)n3ccccc3n2)c1C,-8,15,-2,1,6,1.1,-4,-18,-16
O=C(NCc1ccccc1)c1c[nH]c2ccccc2c1=O,-11,3,1,1,12,4.3,3,-5,-10
COc1ccccc1-n1c(C)c(C(=O)O)c2cc(OC)c3ccccc3c21,-14,6,15,1,19,-0.6,-8,-6,-4
COc1ccc(NC(=O)c2cccc3c(-c4cnn(C)c4)coc23)cc1,-5,16,-3,7,3,3.6,-14,nt,4
O=C(CSc1ncccn1)c1ccccc1Br,-1,-6,0,-1,7,0.4,27*,-2,-16
COc1ccc(NC(=O)c2cc(-c3ccc(C)cc3)on2)cc1,-3,-4,-4,2,-2,0.7,-3,-8,-6
O=C(Cn1cnc2c(nnn2Cc2ccc(Cl)cc2)c1=O)OCc1ccccc1,-13,7,0,8,7,1.1,-13,21,45
CCOC(=O)C1CCN(c2cc3c(cc2NC(=O)c2cc(OC)ccc2Br)n(C)c(=O)n3C)CC1,5,22,-1,7,2,3.3,-14,-26,12
O=C(CSc1nc(=O)n(CCCN2CCOCC2)c2c1CCCC2)Nc1cccc(Cl)c1,12,10,-8,5,-10,1.3,3,-33,-22
O=C(NNC(=O)c1ccc(Cl)c([N+](=O)[O-])c1)c1ccncc1,-6,-7,-2,7,7,0.1,2,-3,-11
COC(=O)c1csc(C2OC(CO)C(O)C2O)n1 (stereo unspecified),-15,10,-1,2,8,-0.1,-4,nt,-6
CCOC(=O)[C@]12CCC=C1N(Cc1cccc3ccccc13)C(=O)[C@H](CC(=O)NCCC(C)C)C2,nt,-6,nt,-2,nt,-0.7,4,nt,-6
C=C1C(=O)C23C(O)C1CCC2C12CCCC(C)(COC(C)=O)C1C(O)C3(O)OC2 (stereo unspecified),1,-1,-2,5,2,0.7,1,nt,-8
COc1cc2c(C(=O)N3CCN(c4ccccc4F)CC3)cn(C)c(=O)c2cc1OC,-11,6,-4,1,6,-0.2,-5,-9,-23
Cc1cccc(NC(=O)CNC(=O)c2cccc(-n3cccc3)c2)c1C,2,16,-3,0,3,-0.1,2,-17,-11
COc1cccc(C(=O)N/N=C/c2cn[nH]c2-c2ccc(OC)cc2OC)c1,-9,17,-4,2,10,0.9,-14,-34,7
CC(=O)N1CCOc2ccc(S(=O)(=O)N3CCC(C)CC3)cc21,-6,-5,1,1,9,12,7,-3,-6
CCN1C(=O)CSC1=Nc1cccc(C(=O)O)c1,-11,-20,-1,1,2,-0.4,-3,-6,-5
COc1ccccc1C(CNC(=O)c1ccc(S(=O)(=O)NCc2ccco2)cc1)N(C)C (stereo unspecified),-7,12,-7,2,-1,-0.3,-2,-10,-23
Cc1nnc(NC(=O)c2cc(-c3ccncc3)nc3c(C)cccc23)s1,1,0,-1,0,4,0.2,14,-15,-29
Cc1nn(-c2ccccc2)c(C)c1C=O,-16,24,-2,0,9,0.6,-18,-3,-6
COC(=O)c1ccc(NC(=O)CSc2nc3ccccc3c(=O)[nH]2)cc1,-6,12,-5,5,8,0.7,-8,-1,6
CC(=O)Nc1ccc(Oc2cc(NC(C)=O)cc([N+](=O)[O-])c2)cc1,3,-6,-2,5,1,0.6,1,19,12
Cn1c(=O)cc(N2CCCCC2)[nH]c1=O,-7,12,-3,2,0,0.2,-4,-1,-16
Cc1onc(-c2ccccc2)c1NC(=O)N(Cc1ccccc1)C(C)C,6,-12,1,-2,-3,0.3,-1,-16,-12
CCCCCCOC(=O)NCC(O)c1ccccc1 (stereo unspecified),-8,20,-6,8,12,1.2,-18,-4,3
COC(=O)[C@@H]1C[C@@H]2CC[C@@H](O)C[C@@H]2N1Cc1ccc(N2CCN(C)CC2)cc1,10,4,-7,12,-5,0.1,-7,10,12
Cc1ccc(-n2c(SCC(=O)N3CCOCC3)nc(O)c(Cc3ccccc3)c2=O)cc1,-3,14,-3,1,4,1.7,-10,-6,-8
CCOC(=O)NC(=O)/C(C#N)=C\NNc1ncc(C(F)(F)F)cc1Cl,2,1,-4,5,0,0.2,2,-3,3
COC(=O)c1oc2ccccc2c1NC(=O)CN1CCCC1,-14,14,-9,1,9,1.0,-24,-8,-30
# Remaining list, next part:
SMILES,CHRM1 antagonist,CHO-K1 Ca PAM,CHRM1 agonist,TAAR1 ag,M1 PAM,CHO-K1 Ca ag,CHO-K1 Ca antag,CHO parental Ca,TAAR1 antag
COC(=O)C1CCN(C(=O)C2CCCCC2)CC1,5,10,0,13,2,0.3,-2,26,-14
Cc1cc(C)c(S(=O)(=O)NCc2nc3nc(C)cc(C)n3n2)c(C)c1,-14,10,-6,1,4,0.0,2,-2,5
CC(=O)c1cccc(OC(=O)c2ccc3c(=O)n4c(nc3c2)CCC4)c1,-5,17,1,nt,1,1.3,2,-2,nt
O=C(Nc1ccccc1)/C(=C/c1ccc(O)cc1)NC(=O)c1ccco1,-2,9,-2,-3,4,0.3,-6,0,-12
N#Cc1ccc(C(=O)NC2=NCCS2)cc1,-5,-10,-3,3,5,0.2,6,6,-2
O=C(Nc1ccc(N2CCCC2)c(Cl)c1)c1cccc(-c2cc3ccccc3oc2=O)c1,11,17,-5,-1,-10,5.0,0,-19,-11
COc1cc2c(cc1OC)CN(C(=O)CCOc1ccccc1)CC2,5,1,-4,-2,-5,-0.2,-9,-10,-5
COc1ccc(NC(=O)N(C)C[C@H]2Oc3ccc(NS(=O)(=O)c4ccc(F)cc4)cc3C(=O)N([C@H](C)CO)C[C@@H]2C)cc1,-2,3,-6,3,9,0.5,-6,-10,8
